NR2E3 ag-1 – agonists of human nuclear receptor NR2E3 | 320,000 tested, 0.12% active | GST-NR2E3/biotin-RetCOR TR-FRET, 1536-well | inhibition of corepressor binding, % at 4.78 µM | AID 2300;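 active means percent inhibition above the cutoff of mean plus 3 SD of all tested compounds, set per screening campaign, cut at about 20% in these data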;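 further: 0% = DMSO wells and 100% = biotin wells as full block of FRET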
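System: GST-tagged NR2E3 plus biotinylated RetCOR corepressor; Amount: 1.35 nM GST-tagged NR2E3 final; Dosing: single nominal compound dose of 4.8 µM; Schedule: 5 h incubation at 4 °C; Technique: TR-FRET with europium anti-GST and streptavidin-D2, 340 nm excitation; Controls: biotin wells as high control, 0.6% DMSO wells as low control.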
NR2E3 ag-2 – human photoreceptor-specific nuclear receptor agonism; Q9Y5X4; CHO-S Gal4-NCOR/VP16-NR2E3 two-hybrid, luciferase; inhibition of corepressor binding, % at 3.98 µM; 360,000 tested, 0.35% active; AID 602229;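 active means inhibition above the mean of all tested compounds plus 3 SD, cut at about 70% in these data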;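 further: 0% = DMSO with NR2E3 transfected cells and 100% = cells lacking NR2E3 construct; higher means lower luciferase signal from less NR2E3 corepressor binding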
Shn3 inh set2 – Schnurri-3 reporter inhibition in Clone20 osteoblasts. Clone20 osteoblast Shn3 3'UTR firefly luciferase, 24 h. inhibition, % at 12.5 µM. 360,000 tested, 0.52% active. AID 588674;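 active means mean inhibition of at least 75% with every replicate also reaching 75%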;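 further: 0% = median of neutral control wells and 100% = pilot-screen positive control compound; some compounds past the cut are filed as inactive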
MITF TRPM1 inh – MITF TRPM1 promoter inhibition in SK-MEL-5 cells | SK-MEL-5 TRPM1 promoter luciferase, 24 h | inhibition, % at 12.5 µM | 330,000 tested, 0.83% active | AID 488899;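 active means mean inhibition across replicates of 60% or more, whatever share of single replicates reaches that level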; further: values of inactives mirror those of a sister screen read the other way
KKLEB tox – reduces viability of KKLEB cystic fibrosis airway cells; KKLEB CF airway cells viability, ATPlite luminescence, overnight; stronger effect = lower value; cells stimulated with P. aeruginosa culture filtrate; activity change (cytotoxicity), % at 5 µM; 360,000 tested, 0.36% active;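 active means corrected activity change at or below -50% at 5 µM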
hiPSC survival – hiPSC single-cell survival enhancement. ATPlite luminescence; 100% = ROCK inhibitor wells, 0% = DMSO. survival enhancement, % at 20 µM. 360,000 tested, 0.044% active. AID 602274; in the data active means survival enhancement above about 18%;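 further: cells exposed to compounds for 16 hours before the ATP read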
aDG glyco act – alpha-DG glycosylation activation; Pro5-aDG cells, alpha-DG glycosylation AlphaScreen (IIH6); 0% Pro5, 100% B10-LARGE cell signal; activation, % at 10 µM; 360,000 tested, 0.22% active; AID 624168;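 active means activation of at least 8% versus controls, or a plate z-score of at least 8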;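 further: Pro5 are CHO cells carrying HIG-tagged alpha-DG that lacks glycosylation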
CF NFkB block – cystic fibrosis NF-kB activation inhibition; inhibition, % at 5 µM; AID 588850; 360,000 tested, 0.86% active; KKLEB NF-kB-GFP reporter, PAF-induced, GFP fluorescence overnight;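 active means at least 50% inhibition at 5 µM, scaled per plate between neutral and stimulator controls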;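 further: PAF is a Pseudomonas aeruginosa culture filtrate used as stimulus; plate controls were PAF-stimulated DMSO wells for no effect and unstimulated DMSO wells for full effect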
TWEAK-Fn14 inh – inhibitors of TWEAK-Fn14 interaction signaling; AID 1159606; inhibition, % at 10 µM; TWEAK-stimulated Fn14 reporter cells, luciferase luminescence, 8 h; 360,000 tested, 2% active; in the data active means inhibition above about 50%
Peg3 promoter – inhibitors of Peg3 promoter | HeLa PEG-Prom luciferase reporter, luminescence, overnight | inhibition, % at 20 µM | 360,000 tested, 1.7% active;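 active means inhibition of at least 50% at 20 µM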
HIF-2a inh – inhibitors of HIF-2a; 786-0 RCC cells HIF-2a reporter, luciferase luminescence, overnight; inhibition, % at 18.8 µM; AID 624352; 360,000 tested, 0.72% active;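 active means inhibition of the luminescence signal of 40% or more relative to plate controls, in a single-dose primary screen at 18.75 µM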
* = called active by the depositor; . = no result given.

SMILES	NR2E3 ag-1	NR2E3 ag-2	Shn3 inh set2	MITF TRPM1 inh	KKLEB tox	hiPSC survival	aDG glyco act	CF NFkB block	TWEAK-Fn14 inh	Peg3 promoter	HIF-2a inh
COc1ccc2c(c1)c(=O)c(C(=O)O)c(-c1ccc3c(c1)OCO3)n2C	-1	8	12	10	-13	1.6	0.2	9	-12	14	6
O=C(N/N=C(\c1ccccc1)c1cccnc1)c1cccc(F)c1	2	32	95*	90*	11	-0.2	-1.1	-23	0	53*	3
Cc1cc(C(=O)NC(C)C2CCCO2)no1 (centres undefined)	4	5	-8	3	1	-0.3	-0.4	-24	-2	0	12
COCCn1c(COc2ccc(Cl)cc2)nnc1SCC(N)=O	1	-17	-6	-1	9	-0.3	0.0	-24	1	18	3
COc1ccc(CNC(=O)CSc2ncnc3nc[nH]c23)cc1	-2	-11	-11	-9	-15	0.0	-0.1	9	-7	7	4
Cc1ccc(NC(=O)C2CCC(CNC(=O)[C@@H]3Cc4ccccc4CN3)CC2)c(C)c1 (some centres undefined)	3	2	6	13	0	-0.4	0.3	-12	19	-2	-10
c1ccc(CNc2nc(N3CCN(Cc4ccccc4)CC3)nc3ccccc23)cc1	2	-6	43	.	-25	3.6	1.3	23	-37	65*	12
COc1cc(NC(=O)C2CC(c3ccccc3O)=NO2)cc(OC)c1OC (centres undefined)	.	-31	1	.	-4	-1.5	0.0	-10	-19	14	9
O=C(Cn1nnc(N2CCCC2)n1)N/N=C/c1ccc(Cl)cc1	0	-14	7	2	0	1.0	-0.1	-11	-1	-6	11
C/C(=N\Nc1ccc(C)c(Cl)c1)c1cccnc1	-1	-44	-56	-56	8	0.9	0.0	-23	-25	-200	-204
c1ccc2c(c1)nnn2Cc1nnc2sc(-c3ccc4c(c3)OCCO4)nn12	2	-9	-2	-6	-1	4.6	-0.4	-10	-22	-5	-30
Cc1cc(OCCCn2ccnc2)ccc1[N+](=O)[O-]	-1	15	2	-8	4	0.3	-0.2	4	6	11	-4
O=S(=O)(c1ccc(Br)cc1)N1CCCc2ccccc21	-2	10	5	12	5	4.1	0.1	2	20	39	9
CCN(CC)S(=O)(=O)c1ccc2c(c1)c(=O)c(C(=O)NCCOC)cn2C	-2	-2	11	3	-1	-0.6	0.0	8	9	-6	19
COc1ccc(CCNC(=O)c2cc(C(=O)c3cc(Cl)ccc3O)cn(CCc3ccc(OC)cc3)c2=O)cc1	0	-8	21	8	-4	0.0	-0.9	16	46	39	20
NC(=S)Nc1cnc2ccccc2c1	1	-27	-30	9	12	0.6	-0.1	-8	-18	-60	-79
O=C(CCC(=O)N1CCN(S(=O)(=O)c2ccc3ccccc3c2)CC1)Nc1cc(Cl)cc(Cl)c1	-2	14	-4	28	14	-0.1	1.0	-4	30	20	-4
Cc1coc(C)c1C(=O)CC1(O)C(=O)N(CCc2ccccc2)c2ccccc21 (centres undefined)	-3	22	-21	-2	1	0.5	-0.1	5	11	19	18
CCNc1nc(NC(C)C)nc(NS(=O)(=O)c2ccc(Cl)cc2)n1	2	1	-9	-2	-3	1.3	0.4	-6	1	10	11
COc1ccc(Cl)cc1C(=O)NNC(=S)NC1CCCCC1	-1	-18	-7	.	3	-0.4	0.0	2	-4	16	17
c1ccc(CN2CCCC3(CCCN(Cc4nc(COc5ccccc5)no4)C3)C2)cc1 (centres undefined)	3	-14	-9	4	10	0.3	0.1	3	0	13	12
Cc1ccc(OCC(=O)Nc2ccc3c(c2)C(=O)N(CCC(=O)O)C3=O)cc1	2	-9	-2	6	12	-0.2	-0.1	-13	-6	14	12
CC(=O)N1CCN(C(=O)c2ccc3c(c2)S(=O)(=O)c2ccccc2C3=O)CC1	0	-24	-19	-3	1	-0.3	-0.1	5	14	8	3
COc1ccc(C(C)(C)C)cc1NC(=O)COC(=O)C1=NNC(=O)CC1	0	9	-38	-3	-10	1.2	0.0	2	-14	-5	10
Cc1ccc(C)c(-n2c(SCC(N)=O)nnc2-c2ccccn2)c1	-3	-21	13	2	3	1.4	0.0	6	-10	6	16

The listing continues:
SMILES	NR2E3 ag-1	NR2E3 ag-2	Shn3 inh set2	MITF TRPM1 inh	KKLEB tox	hiPSC survival	aDG glyco act	CF NFkB block	TWEAK-Fn14 inh	Peg3 promoter	HIF-2a inh
CCOc1cc(C=O)ccc1OCC(N)=O	-1	11	0	.	1	-0.7	1.0	-1	6	13	9
Cc1cc(/C=C2\SC(=O)N(C)C2=O)c(C)n1-c1ccc(S(N)(=O)=O)cc1	2	-7	-4	-31	-11	-0.6	0.3	1	-9	-101	-106
COc1cccc(C2C3(C#N)C(N)=NC(OC)(OC)C23C#N)c1 (centres undefined)	1	-2	-12	14	6	-0.3	-0.2	6	2	-3	16
CCOC(=O)C1=C(N)N(c2ccc(N3CCCCC3)cc2)C(=O)C1	2	3	-14	4	-10	-2.4	0.0	21	4	5	2
O=C(Nc1ccc([N+](=O)[O-])cc1)N1CCCCCC1	0	-31	3	-15	-13	-0.3	-0.2	9	-7	-49	-67
CC(C)(C)NS(=O)(=O)c1ccc(C(=O)Nc2ccc3c(c2)OCO3)cc1	7	7	-10	5	-2	-0.5	0.5	-29	2	-71	-107
CCN(CC)CCNC(=O)c1cn(CC)c2ccc(S(=O)(=O)N(C)C3CCCCC3)cc2c1=O	3	-2	-8	-29	-2	0.1	0.0	7	9	-19	15
Cc1ccc2[nH]c(C)c(CC(=O)O)c2c1	0	-8	4	-7	-13	0.2	-0.3	9	0	10	-2
CCOc1cccc(-c2nn3c(-c4ccccn4)nnc3s2)c1	-2	-27	-25	-20	14	0.7	-0.1	-3	0	-62	-104
CCCCN(C)C(=O)CSc1nc(NCc2ccc(OC)cc2)c2ccccc2n1	0	-11	43	-5	15	-0.2	0.7	-11	-7	7	4
O=C(NCCN1CCC(n2c(=O)[nH]c3ccccc32)CC1)c1ccc2ccccc2c1	.	4	.	.	.	0.0	-0.1	.	-9	.	-28
Cc1ccc(CNC(=O)COC(=O)c2ccc(Br)o2)cc1	4	9	-10	-8	4	-2.7	-0.1	0	2	5	8
COc1ccc(NC(C(=O)Nc2cccc(C(C)=O)c2)c2ccccc2)cc1 (centres undefined)	-4	-12	-13	-29	8	1.3	-0.5	-4	-32	-42	-20
CCOC(=O)c1[nH]c(C)c(C(=O)OCC(=O)N(Cc2ccccc2)C(C)C)c1C	-1	-22	8	7	-1	-0.3	0.4	2	-21	18	8
Cc1nc(NCCCN2CCOCC2)c2cnn(-c3ccccc3)c2n1	.	-32	-33	-6	-6	-2.6	-0.1	2	-9	-99	-136
COC(=O)c1cc(OC)ccc1-c1ccc(OC)cc1	2	-11	-1	-23	-22	2.0	-0.1	20	21	-2	-23
COc1ccc(NC(=O)COC(=O)c2ccc3c(c2)OCCO3)cc1	.	-20	5	.	-4	-1.9	-0.2	13	19	-7	-19
CC(C)CNS(=O)(=O)c1ccc(CCC(=O)NCc2ccncc2)cc1	3	-5	-14	7	-8	1.3	0.0	-4	8	8	13
COc1cc(C(=O)Oc2c(CN3CCOCC3)cc(Cl)c3cccnc23)cc(OC)c1OC	-1	31	79	69*	-16	0.5	-0.2	27	-25	33	15
CN(CCCC(=O)Nc1ccc(OC(F)F)cc1)S(=O)(=O)c1ccc(F)cc1	0	-4	24	7	-3	-0.6	0.1	23	-16	8	0
CCC(C)[C@H](NC(=O)C1CC(=O)N(c2ccc3c(c2)OCCO3)C1)C(=O)N1CCCCC1 (some centres undefined)	1	-18	-18	4	-8	-0.1	-0.2	1	6	5	3
COc1ccccc1NC(=O)CNC(=O)c1ccc(F)cc1	0	-16	-10	6	5	-1.3	0.1	-3	-1	2	12
O=C(Nc1ccccc1C(=O)N1CCOCC1)c1ccncc1	-2	37	-2	13	-1	-1.2	-0.3	3	15	5	14
Oc1ccc(Br)cc1-c1ccnn1-c1ccccc1	4	-53	-8	8	-7	-0.1	0.1	8	24	35	15
COc1ccc(NC(=O)COC(=O)CNS(=O)(=O)/C=C/c2ccccc2)cc1OC	1	-24	-12	2	2	1.8	-0.4	10	6	10	8

Structures from the list above that contain a COOH group (3):
SMILES	NR2E3 ag-1	NR2E3 ag-2	Shn3 inh set2	MITF TRPM1 inh	KKLEB tox	hiPSC survival	aDG glyco act	CF NFkB block	TWEAK-Fn14 inh	Peg3 promoter	HIF-2a inh
COc1ccc2c(c1)c(=O)c(C(=O)O)c(-c1ccc3c(c1)OCO3)n2C	-1	8	12	10	-13	1.6	0.2	9	-12	14	6
Cc1ccc(OCC(=O)Nc2ccc3c(c2)C(=O)N(CCC(=O)O)C3=O)cc1	2	-9	-2	6	12	-0.2	-0.1	-13	-6	14	12
Cc1ccc2[nH]c(C)c(CC(=O)O)c2c1	0	-8	4	-7	-13	0.2	-0.3	9	0	10	-2

More compounds
SMILES	NR2E3 ag-1	NR2E3 ag-2	Shn3 inh set2	MITF TRPM1 inh	KKLEB tox	hiPSC survival	aDG glyco act	CF NFkB block	TWEAK-Fn14 inh	Peg3 promoter	HIF-2a inh
Cc1cccc(NC(=O)C2CCN(S(=O)(=O)c3cccs3)CC2)n1	2	-8	-22	12	-1	3.5	-0.1	-7	-6	19	8
CC(C)CCn1c(-c2nonc2N)nc2ccccc21	2	-67	8	-4	-9	-0.3	0.3	41	45	17	20
Cn1c(SCc2ccc(F)cc2)nnc1-c1cccs1	3	-127	-119	-95	-5	-1.6	0.2	9	-15	-229	-281
CCCCCOC(=O)C1=C(C)NC(=O)NC1c1ccc(N(C)C)cc1 (centres undefined)	-5	-35	0	5	-12	-0.2	-0.1	11	-4	30	24
CC1=C(C(N)=O)C(c2ccccc2F)n2nc(CCCO)nc2N1 (centres undefined)	3	35	-8	8	1	0.0	0.0	-1	6	3	16
CC(=O)C(=Cc1ccc(C(=O)O)cc1)C(C)=O	0	-11	27	-6	6	-1.3	0.3	4	3	11	12
COc1ccc(OC)c2[nH]c(=O)c(CCNC(=O)c3ccc4c(c3)OCO4)cc12	0	-16	8	-12	-19	0.4	0.2	-14	-20	-10	15
Cc1cccc(C2c3[nH]c4ccccc4c3CCN2C(=O)Cc2nc(-c3ccccc3)n[nH]2)n1 (centres undefined)	4	-7	19	18	-5	1.3	-1.1	7	14	23	7
CCS(=O)(=O)c1ccc(C(=O)NC2CC2)c(Cl)c1Cl	1	7	-2	5	4	-1.2	0.1	4	-25	6	7
Cc1ccsc1C(=O)OCC(=O)N1CCN(C(=O)c2ccco2)CC1	4	16	-24	-12	4	0.1	-0.2	8	18	-12	-28
COc1cccc(C2=NOC(C(=O)NCc3ccccc3)C2)c1 (centres undefined)	2	-16	-72	17	-21	-1.7	0.4	17	-27	4	-25
O=C1CCCC(=O)N1c1ccc(N2CCN(c3ccccc3)CC2)c([N+](=O)[O-])c1	3	-4	-33	11	-26	1.1	-0.1	14	-20	-6	14
CC(C)C(=O)Nc1cccc(NC(=S)NC(=O)C(c2ccccc2)c2ccccc2)c1	0	6	-7	8	1	1.6	1.4	-21	-18	24	18
COc1ccc(CNC(=O)CN(C(=O)CCC(=O)Nc2ccccn2)c2ccc(C)cc2)cc1	2	10	3	9	6	-0.4	0.1	0	16	19	13
